# MT1-MMP act inh: inhibitors of human MT1-MMP activation | P50281 | HT1080 RFP-PRO-GFP cells, GFP/RFP ratio fluorescence, overnight; percent of plate control window, DMSO zero | AID 651647 | hit rate 0.061% among 360,000 | GFP/RFP ratio change, % at 20 µM;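 active = GFP/RFP ratio change of at least 30% with cell ATP level not reduced by more than half and red fluorescence within 50% of control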; note: strong numbers were not always called active
#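 Material – HT1080 RFP-PRO-GFP cells · Control set – DMSO wells and RFP-L50D-GFP cells · Incubation – overnight cell settling, then overnight compound exposure, 37 °C, 5% CO2 · Compound dosing – single-point 20 µM compound, 1% DMSO · Read-out – GFP/RFP fluorescence ratio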
# Neddyl block: blocks human cullin neddylation; P61081+Q13564; TR-FRET cullin neddylation, biochemical; calls only at 25 µM; hit rate 0.58% among 360,000; in the data active = inhibition above about 36%
# CSN deneddyl inh: blocks human CSN-mediated cullin deneddylation | AID 651999 | hit rate 0.38% among 360,000 | inhibition, % at 12.5 µM | Purified CSN, SCF-Nedd8-OG deneddylation, fluorescence polarization | Q92905;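 active = pattern-corrected inhibition above about 35%, with an unprinted fluorescence ratio check between 0.5 and 1.5, limit read from the data, passing the limit was not always enough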;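 note: 0% = enzyme with substrate and 100% = substrate without enzyme; some results filed as inactive read as strong as hits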
#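 Test system: Human Csn5 produced in HEK293T cells | Compound: 12.5 µM single point | Times: 90 min, room temperature | Signal: Fluorescence polarization readout | Read-out basis: % inhibition of substrate cleavage by Csn5 | Controls: no-enzyme wells high, enzyme-with-substrate wells low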
# FAS TE block: blocks the thioesterase domain of human fatty acid synthase; inhibition, % at 15 µM; AID 602261; recombinant FAS-TE, OMFH fluorogenic substrate, fluorescence endpoint; P49327; hit rate 0.67% among 360,000;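 active = compounds whose normalised, plate-corrected inhibition of enzyme fluorescence in the single-dose primary screen is 50% or more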;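 note: 0% = DMSO with enzyme and 100% = substrate without enzyme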
# SKN-1 block: inhibitors of C. elegans SKN-1; C. elegans VP596 Pgst-4::GFP/RFP ratio, acrylamide-induced, 24 h; inhibition, % at 21.8 µM; hit rate 0.49% among 360,000; AID 624304;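 active = interference check ratio from 0.5 to 1.5 plus GFP to RFP signal ratio inhibition reaching or exceeding a fixed threshold, cut at about 30% in these data, passing the limit was not always enough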; note: some compounds called inactive have numbers as strong as hits
# Rin1 Abl inh: blocks binding of human Rin1 to Abl; P00519+Q13671; TR-FRET Rin1/Abl binding, biochemical; inhibition, % at 7.35 µM; hit rate 0.4% among 360,000; AID 588664; in the data active = inhibition above about 5%, passing the limit was not always enough
# NadD inh: blocks S. aureus nicotinate mononucleotide adenylyltransferase. hit rate 0.78% among 360,000. purified NadD enzyme, colorimetric absorbance read-out. inhibition, % at 20 µM; in the data active = inhibition above about 26%; note: some compounds past the cut are filed as inactive
# Rpn11 inh: inhibitors of human proteasome Rpn11. human 26S proteasome, Ub4-pepOG fluorescence polarization; 20S core pre-blocked with epoxomicin. O00487. hit rate 0.59% among 360,000. calls only at 20 µM;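 active = inhibition at 20 µM, scaled to each plate's controls, above about 33%, limit read from the data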
# MLLE-PAM2 inh: blocks PAM2 peptide binding to the PABP1 MLLE domain | GST-MLLE / FITC-PAM2 fluorescence polarization | AID 588489 | hit rate 0.36% among 360,000 | inhibition, % at 20 µM; in the data active = inhibition above about 35%, passing the limit was not always enough;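 note: plate controls were DMSO wells with GST-MLLE for no effect and wells lacking GST-MLLE protein for full effect; some results filed as inactive read as strong as hits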
# Starred values were filed as active, the others as inactive; i = inactive; · = not tested or not shown.
SMILES,MT1-MMP act inh,Neddyl block,CSN deneddyl inh,FAS TE block,SKN-1 block,Rin1 Abl inh,NadD inh,Rpn11 inh,MLLE-PAM2 inh
Cc1ccc(C)c(C(=O)COC(=O)C2CCN(c3ccc(C(F)(F)F)cn3)CC2)c1,11,i,0,14,-12,2,0,i,7
CCc1ccc(NC(=O)COC(=O)c2cccs2)cc1,-2,i,8,8,10,-2,-2,i,13
COc1cc(OC)cc(C(=O)N[C@H](C(=O)OCC(=O)NC(C)c2ccccc2)C(C)C)c1 (some centres not stated),-1,i,-13,-4,1,-7,-5,i,-6
CCCOc1ccccc1C(=O)NCCCC(=O)O,0,i,3,-10,4,-1,3,i,-1
COc1ccc(C2=NS(=O)(=O)N(C)C(C(=O)N3CCCCC3)=C2)cc1OC,-7,i,1,-5,1,-3,-3,i,-11
O=C(Cn1cnc(S(=O)(=O)N2CCCC2)c1)Nc1ccccc1,2,i,-3,-7,-5,-1,-2,i,0
NC(=S)N/N=C/c1ccc2ccccc2c1,6,i,-8,-9,8,-3,8,i,-14
O=C(NCCN1CCOCC1)c1ccc(Cl)c([N+](=O)[O-])c1,2,i,-3,0,-2,-2,-8,i,-3
COc1ccc(C(CC(=O)N2CCOCC2)c2c(OC)cc(OC)c3ccc(=O)oc23)cc1 (configuration not stated),1,·,3,0,11,0,-5,i,2
COc1cccc(C(C2C(=O)CC(C)(C)CC2=O)C2C(=O)CC(C)(C)CC2=O)c1,2,i,-2,-2,6,-1,-5,i,28
COC(=O)C1CC(=O)c2sccc2C1 (configuration not stated),1,i,0,-5,10,-3,1,i,0
O=C(CSc1ccccc1)N1CCN(S(=O)(=O)c2cccs2)CC1,-4,i,-2,0,20,1,-5,i,9
Cc1ccc2nc(COc3ccc(Cl)cc3)cc(=O)n2c1,4,i,12,1,0,3,10,i,-10
ONC(=Nc1ccccc1)c1ccccc1Cl,5,i,1,-6,-3,-3,7,i,-4
O=C1CC(N2CCN(S(=O)(=O)c3ccc([N+](=O)[O-])cc3)CC2)C(=O)N1c1ccccc1F (configuration not stated),-1,i,-5,1,6,-3,2,i,17
CNS(=O)(=O)c1cccc(C(=O)OCC(=O)NC(C)CCc2ccccc2)c1 (configuration not stated),0,i,3,-2,-1,-1,-5,i,4
COC(=O)C[C@H](NC(=O)Cn1cnc2c(SC)nc(N)nc21)C(=O)OC,·,i,3,-8,2,3,1,i,-8
CC1Cc2ccccc2N1C(=O)CSC1=NCCS1 (configuration not stated),4,i,2,-3,16,-1,0,i,34
COCc1c(C(=O)N/N=C(\C)c2ccc(Cl)s2)nnn1-c1nonc1N,-2,·,-5,-1,5,0,-1,i,7
O=[N+]([O-])c1ccc(Sc2ccc(F)cc2)nc1,2,i,-5,16,-2,0,-4,i,-3
O=C(NC12CC3CC(CC(C3)C1)C2)c1cccnc1Cl,-4,i,2,-1,5,0,-3,i,-3
Cc1nn(-c2ccc(C(=O)NCC(c3ccco3)N3CCCC3)cc2)c(C)c1Cl (configuration not stated),10,i,1,-6,-24,2,-6,i,7
Nc1ccc(C(=O)Oc2ccc([N+](=O)[O-])cc2)cc1,3,i,-3,1,5,-2,2,i,1
O=C1CSC(=Nc2ccccc2)N1,6,i,0,-8,32,0,11,i,-7
CCOc1cc(-c2noc(CCC(=O)NC3CCCCC3)n2)ccc1OC,-1,i,2,-1,7,4,-3,i,-9
CCOC(=O)c1sc(-c2ccccc2)cc1NC(=O)Nc1ccc([N+](=O)[O-])cc1,0,i,-10,0,4,-1,13,i,1
C=CCn1c(SCC(=O)NNC(=O)Nc2ccc(C)cc2)nnc1-c1ccccc1,1,i,1,1,12,1,-5,i,3
COc1c(C)cc(C(=O)C2CCCN(C(=O)Cn3ccc(C)n3)C2)cc1C (configuration not stated),-3,i,-7,-2,-26,2,-3,i,5
CC1CCC2(CC1)OCC1(CCC3(COC4(CCC(C)CC4)OC3)C1=O)CO2 (configuration not stated),-1,i,-5,3,3,2,-1,i,7
CCOc1ccc(NC(=O)CN(C)C(=O)CCCOc2ccc(Br)cc2)cc1OCC,7,i,6,6,8,1,-10,i,1
Cc1ccc(-c2cc(C(=O)N3CCN(c4ccc(F)cc4)CC3)c3ccccc3n2)o1,-1,·,4,16,17,1,27,i,25
CCCCCCNC(=O)C(C#N)c1nc2ccccc2nc1N1CCOCC1 (configuration not stated),1,i,-2,-79,-43,-3,6,i,98
COC(=O)c1cccc(NC(=O)CSc2nc3cccnc3n2C)c1,3,i,-2,-4,-18,3,5,i,-2
CCOc1ccc(-n2c(=S)sc3c(=O)[nH]c(SCC(=O)C(C)(C)C)nc32)cc1,8,i,6,14,7,0,14,i,10
O=C(Nc1ccccc1)C1=C[C@H](c2coc3ccccc3c2=O)C[C@H](OCc2ccc(CO)cc2)O1,0,i,-6,5,6,1,-7,i,15
CCn1c(SCC(=O)N2CCC(C)CC2)nc2c(c1=O)SCC2,-2,i,1,-5,-1,1,-8,i,-4
O=C(NC1CCCC1)c1cccc(S(=O)(=O)N2CCOCC2)c1,-1,i,-7,-7,9,4,1,i,-7
COc1ccc(Cl)cc1NC(=O)C1Cc2cc(S(=O)(=O)N3CCCC3)ccc2N1C(C)=O (configuration not stated),1,i,1,11,-20,1,-2,i,2
Cc1ccc(S(=O)(=O)CCC(=O)OCC(=O)Nc2ccc(N3CCOCC3)cc2)cc1,-3,i,-5,-4,7,-4,3,i,0
CC1CCCCC1NC(=O)C1CCN(S(=O)(=O)N2CCCCCC2)CC1 (configuration not stated),2,i,-2,-7,3,0,-3,i,0
Cc1nnc(SCC(=O)Nc2nc3c(s2)CC(C)CC3)s1 (configuration not stated),8,i,-8,-4,-3,3,-15,i,6
COCCNC(=O)CN(c1ccccc1OC)S(C)(=O)=O,-6,i,3,-5,-7,8,-1,i,-5
CCC(C)N=Cc1c(NCc2ccco2)nc2c(C)cccn2c1=O (configuration not stated),-14,i,0,9,-3,-1,-8,i,-7
COc1cc(/C=C/C(=O)OC(C)C(=O)c2ccccc2)cc(OC)c1OC (configuration not stated),5,i,8,12,5,-2,0,i,-81
CCOC(=O)c1c(C)[nH]c(C(=O)COC(=O)C2CC2C)c1C (configuration not stated),-4,i,1,1,29,0,-1,i,-5
CC(C)(O)P(=O)(O)CCc1ccccc1,2,i,5,-2,18,2,-6,i,8
Cc1ccc(NC(=O)C(C)C(=O)Nc2ccc(C)cc2)cc1,4,i,-5,-4,2,0,-4,i,20
COc1ccc(C2CC(c3ccc(OC)cc3OC(C)=O)=NN2C(=O)c2ccccc2)cc1 (configuration not stated),-4,i,-4,19,1,0,-6,i,13
N=C1SCC(=O)N1c1nc(-c2ccccc2)cs1,7,i,-2,-11,9,-6,-2,i,1
O=C(CNS(=O)(=O)c1ccccc1)OCC(=O)c1ccc(OC(=O)c2ccccc2)cc1,-6,i,-1,6,-1,3,1,i,1
CC(C)C[C@H](NC(=O)N1CC(=O)Nc2ccccc21)C(=O)N[C@@H](Cc1c[nH]c2ccccc12)C(=O)O,-4,i,1,-4,2,-2,-5,i,15
Nc1nc2ccc(C(=O)Nc3ccc(N4CCOCC4)cc3)cc2s1,3,i,0,-5,7,-1,1,i,-4
CN(C)C(CNC(=O)c1ccc(C(F)(F)F)cc1)c1ccco1 (configuration not stated),0,i,2,-9,-8,6,-5,i,-3
CCn1nc(C(=O)NNC(=O)c2ccc(OC(F)F)cc2)c2ccccc2c1=O,1,i,-2,-5,2,0,3,i,14
CC(=O)Nc1ccc(NC(=O)CSc2nnc3ccc(-c4cccnc4)nn23)cc1,3,i,-2,-8,7,-3,-3,i,0
CCCOc1ccc(-c2cnc(N)s2)cc1,4,i,2,-6,10,-4,5,i,30
O=c1c(Cc2ccc(Cl)cc2Cl)c(O)ccn1CC(F)(F)F,-6,i,-5,-5,14,2,-1,i,-3
O=C(/C=C/Nc1ccc(F)cc1F)c1cccs1,-6,i,0,12,60*,1,-5,i,-4
NS(=O)(=O)c1cccc(NC(=O)COC(=O)Cc2ccc(S(=O)(=O)N3CCCCC3)s2)c1,-1,i,12,-7,3,3,3,i,-17
CCC(=O)n1nc(-c2cccnc2)nc1NCc1ccc(OC)cc1,0,i,-2,-1,1,-1,-3,i,-5

# Retrieved one by one from the entries so far (5):
SMILES,MT1-MMP act inh,Neddyl block,CSN deneddyl inh,FAS TE block,SKN-1 block,Rin1 Abl inh,NadD inh,Rpn11 inh,MLLE-PAM2 inh
N=C1SCC(=O)N1c1nc(-c2ccccc2)cs1,7,i,-2,-11,9,-6,-2,i,1
O=C(/C=C/Nc1ccc(F)cc1F)c1cccs1,-6,i,0,12,60*,1,-5,i,-4
NS(=O)(=O)c1cccc(NC(=O)COC(=O)Cc2ccc(S(=O)(=O)N3CCCCC3)s2)c1,-1,i,12,-7,3,3,3,i,-17
O=c1c(Cc2ccc(Cl)cc2Cl)c(O)ccn1CC(F)(F)F,-6,i,-5,-5,14,2,-1,i,-3
Nc1nc2ccc(C(=O)Nc3ccc(N4CCOCC4)cc3)cc2s1,3,i,0,-5,7,-1,1,i,-4

# (listing goes on)
SMILES,MT1-MMP act inh,Neddyl block,CSN deneddyl inh,FAS TE block,SKN-1 block,Rin1 Abl inh,NadD inh,Rpn11 inh,MLLE-PAM2 inh
O=C(Nc1ccc(CN2CCOCC2)cc1)c1ccccc1F,5,i,0,-7,-14,4,-1,i,7
CCOc1ccc(S(=O)(=O)NC(C)C(=O)NCc2ccncc2)cc1 (configuration not stated),-1,i,-2,-4,8,2,-5,i,6
CNC(=O)c1ccc(NC(=O)Nc2ccccc2)cc1,0,i,0,-3,5,0,4,i,0
CC(=O)Nc1ccc(S(=O)(=O)Nc2nc(C)nc3sc4c(c23)CCC4)cc1,1,i,-4,-3,-3,-1,4,i,15
CCN(CC)c1ccc(NC(=O)c2ccc(=O)[nH]c2)cc1S(=O)(=O)Nc1ccccc1OC,-6,i,-2,10,-5,5,18,i,27
COc1ccc(CNC(=O)C2CCN(C(=O)c3cccc(Cl)c3)CC2)cc1,0,i,2,-3,-13,1,5,i,-16
CCOc1ccc(Cl)cc1-c1cc(C(=O)NCc2cccs2)[nH]n1,-4,i,-2,24,-2,6,-1,i,-7
Clc1ccc(-c2nc3ccccc3nc2-c2ccccc2)cc1,0,i,-1,28,26,-3,-9,i,1
CCCc1c(C(=O)N/N=C/c2ccco2)nnn1-c1nonc1N,-4,i,-3,-5,12,-2,1,i,-1
O=C(c1cccc(OCc2ccccc2)c1)N1CCOCC1,0,i,2,-5,-4,-2,-8,i,0
Cc1cc(C(=O)CCC(=O)NC(C)c2ccc(S(N)(=O)=O)cc2)c(C)s1 (configuration not stated),0,i,2,1,-6,2,-1,i,-10
N#Cc1ccc(C(=O)Nc2nnc(-c3cccs3)o2)cc1,1,i,1,-6,8,-5,15,i,5
O=C(Nc1ccc(Cn2nnc3ccccc32)cc1)c1ccco1,7,i,-1,-4,-21,1,-6,i,1

# Profiles, quoted from the list. Order of screens: MT1-MMP act inh | Neddyl block | CSN deneddyl inh | FAS TE block | SKN-1 block | Rin1 Abl inh | NadD inh | Rpn11 inh | MLLE-PAM2 inh
# Record of N#Cc1ccc(C(=O)Nc2nnc(-c3cccs3)o2)cc1 = 1 | i | 1 | -6 | 8 | -5 | 15 | i | 5
# Record of Clc1ccc(-c2nc3ccccc3nc2-c2ccccc2)cc1 = 0 | i | -1 | 28 | 26 | -3 | -9 | i | 1
